Bioassay records deposited in PubChem BioAssay by several laboratories.
aDG glyco act – increases alpha dystroglycan glycosylation; Pro5-aDG cells, alpha-DG glycosylation AlphaScreen (IIH6); 0% Pro5, 100% B10-LARGE cell signal; activation, % at 10 µM; actives 0.22% (n = 360,000); AID 624168;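 active means activation of at least 8% versus controls, or a plate z-score of at least 8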;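 further: Pro5 are CHO cells carrying HIG-tagged alpha-DG that lacks glycosylation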
ABCB6 inh 2 – human ABCB6 transporter inhibition; K562-ABCB6 porphyrin accumulation, flow cytometry, 1 h; stronger effect = lower value; fluorescence ratio to DMSO, % at 10 µM; Q9NP58; actives 0.19% (n = 360,000); AID 602162;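 active means fluorescence ratio to DMSO below 75%, the collection mean minus 3 SD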;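 further: signal is porphyrin accumulated inside mitochondria; 100% equals median channel fluorescence of DMSO control wells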
ABHD5 PLIN5 PPI – blocks binding of human ABHD5 to perilipin-5 | inhibition, % at 4 µM | Split G. princeps luciferase complementation, luminescence, 4 h | actives 0.78% (n = 360,000) | Q00G26+Q8WTS1;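 active means inhibition above the mean inhibition across every tested compound plus 3 SD, cut at about 22% in these data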;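 further: 0% = DMSO only wells and the 100% control is not disclosed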
MC4R antagonist – antagonists of human melanocortin 4 receptor (MC4R); P32245; MC4R-expressing cells, MTII-stimulated cAMP, LANCE TR-FRET; inhibition, % at 6.5 µM; actives 0.48% (n = 360,000); AID 540295;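 active means inhibition above its plate's cutoff, the mean of tested wells on that plate plus 3 SD, cut at about 29% in these data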;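 further: 0% = Melanotan II alone and 100% = Melanotan II plus saturating MCL0020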
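System: U2OS-MC4R stable cell line; Technique: Eu-cAMP/anti-cAMP TR-FRET, emission 671 nm; Repeats: single well per compound; Also added: Melanotan II; Dosing: one concentration, 6.5 µM nominal; Schedule: 30-min compound, 1-h challenge, 1-h detection, room temperature.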
Granule exo inh – lytic granule exocytosis inhibition. inhibition, % at 10 µM. actives 0.66% (n = 360,000). TALL-104 LAMP-1 surface exposure, flow cytometry; cells stimulated with thapsigargin and PMA;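 active means inhibition above about 55%, limit read from the data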
NOD2 RIPK2 PPI – NOD2-RIPK2 protein interaction inhibition; O43353; actives 0.38% (n = 360,000); CHO BLA complementation NOD2-RIPK2, CCF4 ratio; inhibition, % at 4.98 µM; in the data active means inhibition above about 21%;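 further: 0% = vehicle only and 100% = reference blocker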
MC4R barr agon – human MC4R agonism via beta-arrestin | actives 0.98% (n = 360,000) | P32245 | U2OS MC4R beta-arrestin complementation, luminescence; percent of melanotan II response, DMSO zero | activation, % at 8.9 µM;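 active means activation above a per-plate cutoff, the mean activation of sample wells on that plate plus 3 SD, cut at about 8% in these data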
Vif imaging – inhibitors of HIV Vif. HEK293T cells, Vif self-association by quenched fluorescence, imaging, 24 h. inhibition, % at 7.49 µM. actives 0.35% (n = 340,000); in the data active means inhibition above about 50%, passing the limit was not always enough; further: some results filed as inactive read as strong as hits
TLR9-MyD88 block – TLR9-MyD88 interaction inhibition. Q9NR96+Q99836. actives 0.21% (n = 340,000). inhibition, % at 4.98 µM. CHO BLA complementation TLR9-MyD88, CCF4 FRET ratio;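 active means inhibition above the mean over all tested compounds plus 3 SD, cut at about 21% in these data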;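 further: 0% = DMSO only wells and 100% = clavulanate BLA inhibitor control wells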
Target sequence (Q99836 whole entry, looked up): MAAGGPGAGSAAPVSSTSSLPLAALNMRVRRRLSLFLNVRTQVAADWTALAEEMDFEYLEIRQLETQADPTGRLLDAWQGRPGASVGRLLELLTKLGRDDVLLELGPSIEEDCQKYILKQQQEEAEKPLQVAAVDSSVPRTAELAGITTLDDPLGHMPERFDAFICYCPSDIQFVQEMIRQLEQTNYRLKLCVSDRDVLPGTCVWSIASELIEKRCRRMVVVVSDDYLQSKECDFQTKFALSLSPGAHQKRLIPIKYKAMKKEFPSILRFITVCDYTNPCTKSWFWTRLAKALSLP
Target sequence (Q9NR96 whole entry, looked up): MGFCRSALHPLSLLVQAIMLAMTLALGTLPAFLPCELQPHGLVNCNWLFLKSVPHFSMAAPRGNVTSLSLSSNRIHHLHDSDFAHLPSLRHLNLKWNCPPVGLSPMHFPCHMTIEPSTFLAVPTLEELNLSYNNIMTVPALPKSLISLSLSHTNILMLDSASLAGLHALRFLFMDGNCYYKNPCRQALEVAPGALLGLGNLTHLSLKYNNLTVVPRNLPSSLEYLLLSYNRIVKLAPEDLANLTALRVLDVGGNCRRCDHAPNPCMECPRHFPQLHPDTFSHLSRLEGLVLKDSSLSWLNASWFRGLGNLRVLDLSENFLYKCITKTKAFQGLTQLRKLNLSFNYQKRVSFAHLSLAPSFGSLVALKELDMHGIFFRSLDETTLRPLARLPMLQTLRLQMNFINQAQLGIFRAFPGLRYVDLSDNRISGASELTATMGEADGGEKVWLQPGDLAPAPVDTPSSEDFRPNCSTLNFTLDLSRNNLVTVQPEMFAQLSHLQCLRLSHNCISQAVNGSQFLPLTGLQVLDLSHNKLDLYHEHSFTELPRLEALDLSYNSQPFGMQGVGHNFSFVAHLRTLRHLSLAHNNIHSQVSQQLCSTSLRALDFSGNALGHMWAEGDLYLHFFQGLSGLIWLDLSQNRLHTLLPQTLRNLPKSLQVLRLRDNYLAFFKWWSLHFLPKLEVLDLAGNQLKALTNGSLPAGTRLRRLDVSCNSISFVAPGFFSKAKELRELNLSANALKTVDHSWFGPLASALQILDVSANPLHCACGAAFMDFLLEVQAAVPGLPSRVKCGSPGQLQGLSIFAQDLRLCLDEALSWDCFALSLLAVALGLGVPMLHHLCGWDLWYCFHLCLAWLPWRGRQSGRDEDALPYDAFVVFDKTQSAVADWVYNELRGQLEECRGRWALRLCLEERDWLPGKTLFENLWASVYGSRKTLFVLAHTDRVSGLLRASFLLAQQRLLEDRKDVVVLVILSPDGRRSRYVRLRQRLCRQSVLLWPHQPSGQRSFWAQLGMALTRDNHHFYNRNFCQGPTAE
N-glyco inh – blocks N-linked glycosylation in D54 reporter cells; D54 ERlucT glycosylation luciferase reporter, 24 h; percent of 100 nM tunicamycin response; reporter increase, % at 12.5 µM; actives 0.23% (n = 360,000); AID 588692;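 active means mean luciferase reporter signal, scaled so untreated is 0 and the glycosylation-blocking control 100, at or above a set limit in every replicate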;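 further: luciferase carries N-glycosylation sites so blocking glycosylation raises the light; 0% = median of neutral control wells and 100% = median of 100 nM tunicamycin wells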
Numbers without * were called inactive; / = no result given. The list is partial, so the mix of outcomes need not match the whole.

SMILES	aDG glyco act	ABCB6 inh 2	ABHD5 PLIN5 PPI	MC4R antagonist	Granule exo inh	NOD2 RIPK2 PPI	MC4R barr agon	Vif imaging	TLR9-MyD88 block	N-glyco inh
CCOc1ccc(NC(=S)Nc2ccccc2C2(C)CC2)cc1	0.0	84	1	1	0	-9	2.1	-3	-9	-1
CC(C)c1ccc(/C=C2\NC(=O)NC2=O)cc1	0.0	101	1	4	4	-8	1.1	18	-9	2
Cc1cc(Cl)c2oc(C(=O)NC(C)c3ccncn3)c(C)c2c1 (stereo not given)	0.0	96	0	-4	-1	-14	0.5	11	0	-1
CCOC(=O)c1cc2occc2n1CC(=O)NC1CCC(C)CC1 (stereo not given)	2.0	101	3	10	-2	-13	-1.0	-2	-9	-3
COc1ccc(-c2ccc(C(=O)Nc3cccc(N(C)C)c3)c3occc23)c(C)c1	-0.2	97	2	11	-2	-12	1.0	-8	/	-2
Cc1cccc(NC(=S)N(Cc2cccs2)Cc2cc3cc(C)ccc3[nH]c2=O)c1	1.4	95	0	-5	-3	8	-2.9	-6	-2	-14
CC(C)C(=O)NC(NC(=S)NC1CCS(=O)(=O)C1)C(Cl)(Cl)Cl (stereo not given)	0.1	99	-6	13	0	1	1.0	5	-2	0
O=[N+]([O-])c1ccccc1/C=N/N1CCN(c2ccncc2S(=O)(=O)N2CCCCC2)CC1	-0.2	92	9	4	0	1	-2.4	-1	9	-2
Nc1[nH]c(C(=O)c2ccccc2)c(-c2ccc(Cl)cc2Cl)c1C(=O)NCCc1c[nH]c2ccccc12	-0.4	97	-2	/	12	4	/	/	/	/
CSCCC(NC(=O)c1cccc(C)c1)C(=O)O (stereo not given)	-0.6	99	-2	2	-6	2	-1.8	9	7	-1
NC(=O)Nc1cc(Cl)ccc1Cl	0.1	95	6	-1	-3	8	-1.6	-5	9	1
CCOc1cc(/C=N/n2c(C)nc3sc(C)c(C)c3c2=O)ccc1O	0.5	99	0	-5	-4	-3	-2.1	5	-4	0
CC(C(=O)O)n1c(-c2ccn[nH]2)n[nH]c1=S (stereo not given)	0.1	94	-3	-10	-6	-2	-1.1	-6	-6	1
CC1CCC(NC(=O)CSc2nnc(-c3cccnc3)o2)CC1 (stereo not given)	-0.1	98	-2	2	3	3	-2.0	-6	0	-1
O=C1CSC(c2cccc(F)c2)N1c1c(F)cccc1F (stereo not given)	0.0	89	-5	2	0	-7	-1.9	6	4	0

Reformatted with values under each structure: entries from further up
The line under a structure holds: aDG glyco act, ABCB6 inh 2, ABHD5 PLIN5 PPI, MC4R antagonist, Granule exo inh, NOD2 RIPK2 PPI, MC4R barr agon, Vif imaging, TLR9-MyD88 block, N-glyco inh
CC1CCC(NC(=O)CSc2nnc(-c3cccnc3)o2)CC1 (stereo not given)
  -0.1, 98, -2, 2, 3, 3, -2.0, -6, 0, -1
CCOc1ccc(NC(=S)Nc2ccccc2C2(C)CC2)cc1
  0.0, 84, 1, 1, 0, -9, 2.1, -3, -9, -1

Continuation.
SMILES	aDG glyco act	ABCB6 inh 2	ABHD5 PLIN5 PPI	MC4R antagonist	Granule exo inh	NOD2 RIPK2 PPI	MC4R barr agon	Vif imaging	TLR9-MyD88 block	N-glyco inh
O=C(C1CCCN(Cc2ccc3c(c2)OCO3)C1)N1CCCC1 (stereo not given)	0.5	98	5	1	-1	-2	-2.1	-5	-17	1
COC(=O)CCC(=O)N(CCN(Cc1ccccc1)C(=O)CCC(=O)OC)Cc1ccccc1	0.1	103	-9	24	1	0	-0.7	4	-9	1
CC(C)Cc1cc(C(=O)NCCCN2CCOCC2)no1	-0.1	100	-2	2	-1	-2	0.4	11	-3	2
O=C(CC1CCCCC1)NC1CCCC1	-0.2	83	7	-2	2	-15	0.6	-2	3	1
CCOc1ccc(NC(=O)c2ccc3c(c2)CCN3S(C)(=O)=O)cc1	-0.4	103	-6	11	4	-2	0.7	-10	6	-2
Cc1ccccc1N(C(=O)CNC(=O)c1ccco1)C(C(=O)NC1CCCCC1)c1cccnc1 (stereo not given)	-0.1	93	-12	25	-7	1	1.3	16	0	0
CCCCN(C(=O)C(CCSC)N1C(=O)c2ccccc2C1=O)c1c(N)n(CCC)c(=O)[nH]c1=O (stereo not given)	-0.2	89	-4	13	8	4	2.5	0	-15	2
Cc1ccc(S(=O)(=O)NCC(=O)N2CCCC2)cc1	-0.1	85	-3	-6	-1	-12	2.0	2	14	0
Cc1ccc(C(=O)Cn2cc([N+](=O)[O-])nc2C)cc1	0.2	98	2	15	8	-3	-1.7	2	-16	0
CC(=O)N1CCc2cc(S(=O)(=O)NCCC(=O)NC3CCCCCC3)ccc21	0.0	105	1	0	0	-4	0.3	-5	6	0
COc1ccc(CCNC(=O)COC(=O)Cn2cnc3ccccc32)cc1OC	-0.1	99	2	2	0	-13	-1.1	-5	7	3
Cc1nn(C)c(C)c1CNC(=O)c1cc2n(n1)C(C(F)(F)F)CC(c1cccs1)N2 (stereo not given)	1.0	92	2	-2	0	-10	-2.0	-4	-2	-1
O=C(COC(=O)/C=C/c1ccc(Cl)cc1)Nc1ccc2c(c1)OCCO2	-0.4	107	4	-6	2	-10	24*	-9	-8	2
N#C/C(=C/c1ccc(N2CCCC2)c([N+](=O)[O-])c1)c1nc2ccccc2[nH]1	-0.1	107	10	19	-1	4	1.8	10	-8	-4
COc1ccc(S(=O)(=O)N(CC(=O)NCCC(C)C)c2ccccc2)cc1OC	0.0	100	1	-6	3	-4	0.8	1	-11	-3
CCOC(=O)c1c(NC(NC(C)=O)C(Cl)(Cl)Cl)sc(C(C)=O)c1C (stereo not given)	0.2	103	6	19	4	-3	0.5	-9	-12	5
C=CCS/C(=N\n1cnc2ccccc2c1=O)N1CCCCC1	0.1	97	-10	3	2	5	2.0	-9	-9	-2
CC(/C=N\NC(=O)CN1CCN(Cc2ccccc2)CC1)=C\c1ccco1	0.0	99	4	-10	-1	9	0.3	-4	3	15
Cc1[nH]c2ccccc2c1C(=O)COC(=O)C1CCC1	-0.2	92	5	-6	6	8	-1.3	12	-4	3
CC(C)c1ccccc1NC(=S)NN(Cc1ccccc1)c1ccccc1	0.3	102	-1	2	-2	-2	1.5	2	-8	-1
C[C@@H]1CN([C@@H](C)CO)C(=O)c2c(c3ccccc3n2C)-c2ccccc2CO[C@H]1CN(C)C(=O)C1CC1	0.1	99	0	-4	5	-3	0.3	/	-4	2
CC(C)(C)OC(=O)N1CC=C2C(C#N)=C(N)C(C#N)(C#N)C(c3cccs3)C2C1 (stereo not given)	0.1	93	0	11	-2	-3	-2.4	14	-8	0
Cc1cccc(Cn2cnc3ccccc32)c1	0.6	92	5	-2	-4	-13	-0.7	-5	0	-1
COCCCN1C(=O)C(=O)/C(=C(/O)c2ccc(S(=O)(=O)N3CCOCC3)cc2)C1c1ccc(C)cc1 (stereo not given)	1.8	98	4	1	3	-4	-2.3	8	-9	1
O=C(NCc1ccccn1)C1CCN(S(=O)(=O)c2cc(Cl)ccc2Cl)CC1	0.2	105	-2	12	-6	0	-1.7	-1	-2	0
N#Cc1ccccc1NC(=O)CNc1ccc(Cl)c(C(F)(F)F)c1	0.0	100	-4	1	3	9	0.5	-1	-18	2
O=C(COC(=O)CNC(=O)c1ccc2c(c1)OCO2)Nc1ncc(Cl)cc1Cl	0.1	99	-4	30*	-2	2	-2.4	-3	0	3
CCc1ccc(OCC(=O)NNC(=O)c2nn(CC)c(=O)c3ccccc23)cc1	-0.1	95	5	0	-6	-13	-1.0	-1	-1	3
C=CCSc1nc(N)c(C(=O)Nc2ccccc2OC)cc1C(=O)Nc1ccccc1	-0.4	90	15	2	-1	4	0.5	-1	2	0
O=c1[nH]nc(Cc2ccc(-c3ccccc3Cl)o2)c2ccccc12	2.0	94	-4	-2	3	-4	8.9*	-4	-3	2
CSc1cc(CS(=O)(=O)c2ccccc2)nc(-c2ccccc2)n1	-0.2	99	-2	4	-1	-3	-1.6	/	-14	/
N=c1c(C(=O)NCCN2CCOCC2)cc2c(=O)n3ccccc3nc2n1CCc1ccccc1	0.8	96	1	-1	3	-14	0.5	1	-18	8
Cc1cccc(C)c1OCCNC(=O)OCc1ccccc1	0.0	110	-4	0	-4	-10	-0.1	16	-4	-2
CCCc1ncc(C(=O)c2ccc(OC)cc2)n1C	0.1	92	2	-3	0	-11	-0.9	/	-1	-3
CC1CCCCN1C(=O)COC(=O)CNC(=O)c1ccc(Cl)cc1Cl (stereo not given)	0.1	100	14	19	-3	-1	-1.2	/	2	6
Cc1ccc(C)c(NC(NC(=O)c2cccnc2)C(Cl)(Cl)Cl)c1 (stereo not given)	0.1	93	7	-1	-3	-2	-0.6	0	11	1
Cc1cc(C)c(NC(=S)N(CCN2CCCCC2)Cc2ccco2)c(C)c1	0.1	98	1	18	2	10	-0.1	-4	-1	-3
O=C(NCC1CCCO1)c1nn2c(C(F)(F)F)cc(-c3ccco3)nc2c1Cl (stereo not given)	0.0	99	5	-4	6	-6	-3.0	-3	-2	0
COc1ccc(NS(=O)(=O)c2cc(NC(=O)/C=C/c3cc(OC)ccc3OC)ccc2N2CCCCC2)cc1	-0.5	104	3	7	3	-4	-4.1	0	-10	-3
COC(=O)c1ccc(NC(=O)C2CCCN(S(C)(=O)=O)C2)cc1 (stereo not given)	0.1	99	-1	0	0	-10	1.4	/	0	4

Structures listed so far with a furan ring, fused or not:
SMILES	aDG glyco act	ABCB6 inh 2	ABHD5 PLIN5 PPI	MC4R antagonist	Granule exo inh	NOD2 RIPK2 PPI	MC4R barr agon	Vif imaging	TLR9-MyD88 block	N-glyco inh
Cc1cc(Cl)c2oc(C(=O)NC(C)c3ccncn3)c(C)c2c1 (stereo not given)	0.0	96	0	-4	-1	-14	0.5	11	0	-1
CCOC(=O)c1cc2occc2n1CC(=O)NC1CCC(C)CC1 (stereo not given)	2.0	101	3	10	-2	-13	-1.0	-2	-9	-3
COc1ccc(-c2ccc(C(=O)Nc3cccc(N(C)C)c3)c3occc23)c(C)c1	-0.2	97	2	11	-2	-12	1.0	-8	/	-2
Cc1ccccc1N(C(=O)CNC(=O)c1ccco1)C(C(=O)NC1CCCCC1)c1cccnc1 (stereo not given)	-0.1	93	-12	25	-7	1	1.3	16	0	0
CC(/C=N\NC(=O)CN1CCN(Cc2ccccc2)CC1)=C\c1ccco1	0.0	99	4	-10	-1	9	0.3	-4	3	15
O=c1[nH]nc(Cc2ccc(-c3ccccc3Cl)o2)c2ccccc12	2.0	94	-4	-2	3	-4	8.9*	-4	-3	2
Cc1cc(C)c(NC(=S)N(CCN2CCCCC2)Cc2ccco2)c(C)c1	0.1	98	1	18	2	10	-0.1	-4	-1	-3
O=C(NCC1CCCO1)c1nn2c(C(F)(F)F)cc(-c3ccco3)nc2c1Cl (stereo not given)	0.0	99	5	-4	6	-6	-3.0	-3	-2	0
